# GFP derepression – epigenetic modulators derepressing GFP locus in mouse cells | mouse C127i GFP locus derepression, cytometry, 30 h | Potency, µM (doses to about 46.1 µM), for inactives: at the highest dose GFP derepression (activation) | 68,000 compounds, 0.09% hits; further: % of control where 0% means no effect
#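 Murine C127i mammary cells carrying a silenced, stably integrated CMV-driven GFP reporter were treated with compound for 30 hours at 37 C. After PBS washes, GFP-positive cells were counted by laser-scanning microplate cytometry.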
# ALOX15 inhib – blocks human 15-lipoxygenase activity. purified 15hLO-1, xylenol orange hydroperoxide absorbance. Potency, µM (top dose mostly 57.1 µM), inactives show top-dose activity change, negative = inhibition, actives largely listed as inhibitors. 74,000 compounds, 1.4% hits; further: potency means the concentration at half of the fitted maximal effect; on the % scale 0 is the no-effect control and ±100 the full control effect; nearly all actives have a fitted effect of over 55% in size
# Target sequence (P16050 whole entry, looked up): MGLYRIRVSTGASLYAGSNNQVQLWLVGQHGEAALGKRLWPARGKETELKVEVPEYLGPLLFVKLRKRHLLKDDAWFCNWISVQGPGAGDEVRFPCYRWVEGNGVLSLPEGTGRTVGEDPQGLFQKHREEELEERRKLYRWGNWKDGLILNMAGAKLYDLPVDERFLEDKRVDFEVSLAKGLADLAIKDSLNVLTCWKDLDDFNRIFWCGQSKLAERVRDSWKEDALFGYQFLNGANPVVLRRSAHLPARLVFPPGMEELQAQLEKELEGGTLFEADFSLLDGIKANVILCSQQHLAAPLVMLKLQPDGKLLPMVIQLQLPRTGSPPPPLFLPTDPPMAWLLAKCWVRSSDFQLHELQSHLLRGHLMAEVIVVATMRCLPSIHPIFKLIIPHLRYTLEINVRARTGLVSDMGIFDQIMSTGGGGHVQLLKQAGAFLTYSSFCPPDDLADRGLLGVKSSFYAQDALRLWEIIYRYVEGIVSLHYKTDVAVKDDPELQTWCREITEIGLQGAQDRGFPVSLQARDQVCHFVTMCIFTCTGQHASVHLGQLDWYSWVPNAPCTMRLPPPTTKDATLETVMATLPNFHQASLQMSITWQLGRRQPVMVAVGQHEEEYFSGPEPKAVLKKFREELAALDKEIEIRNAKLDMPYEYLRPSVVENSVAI
#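 Purified human 15hLO-1 (40 nM) in 25 mM Hepes pH 7.5, 0.01% Triton X-100, preincubated 15 min RT with compound, then 50 uM arachidonic acid for 6 min. Hydroperoxide read by ferrous/xylenol orange, 30 min; 573/405 nm absorbance ratio gave progress.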
# HADH2 inh – blocks human hydroxyacyl-CoA dehydrogenase type II; 73,000 compounds, 3.4% hits; Q99714; recombinant HADH2, NADH fluorescence, beta-hydroxybutyryl-CoA; Potency, µM (titrated, usually from 57.1 µM), for the others: at the top dose activity change, negative = inhibition, usual class: inhibitors; further: potency means the concentration at half of the fitted maximal effect; on the % scale 0 is the no-effect control and ±100 the full control effect; nearly all actives have a fitted effect of over 60% in size; many of its hits are not listed in these tables
# Target sequence (Q99714 whole entry, looked up, one chain of several): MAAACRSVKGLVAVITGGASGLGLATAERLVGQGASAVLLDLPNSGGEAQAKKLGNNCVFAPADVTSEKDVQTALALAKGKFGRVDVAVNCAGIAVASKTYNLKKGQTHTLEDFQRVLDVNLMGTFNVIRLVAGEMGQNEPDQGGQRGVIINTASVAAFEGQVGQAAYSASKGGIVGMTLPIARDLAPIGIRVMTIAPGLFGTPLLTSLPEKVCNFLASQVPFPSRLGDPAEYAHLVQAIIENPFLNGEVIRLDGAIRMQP
#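 His-tagged recombinant enzyme from E. coli, 20 nM, preincubated 15 min RT with compound; reaction started with 1 mM NAD+ and 90 uM beta-hydroxybutyryl-CoA in 100 mM Tris-HCl pH 9.0. NADH fluorescence (ex 360/em 450) read over 4 min; last-minus-first difference.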
# FLuc inh – firefly luciferase inhibition | Potency, µM (highest dose often 57.1 µM), for the others: top-dose activity change, negative = inhibition, actives largely listed as inhibitors | P08659 | AID 411 | 72,000 compounds, 2.2% hits | purified firefly luciferase, luminescence, 8 min; further: potency means the concentration at half of the fitted maximal effect; on the % scale 0 is the no-effect control and ±100 the full control effect; nearly all actives have a fitted effect of over 40% in size
#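 Inhibition of light generation by firefly luciferase from ATP and luciferin was profiled with concentration-response curves per sample, ATP held at 10 uM within the enzyme's linear range. Plates were read by luminescence after an 8-minute ambient incubation.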
# ERK AVP block – inhibitors of vasopressin-stimulated ERK signaling pathway; HEK293-V1b, vasopressin-stimulated pERK AlphaScreen; 72,000 compounds, 0.99% hits; Potency, µM (top dose mostly 57.5 µM), for the others: at the highest dose activity, negative = inhibition, actives largely listed as inhibitors; further: potency means the concentration at half of the fitted maximal effect; on the % scale 0 is the no-effect control and ±100 the full control effect; nearly all actives have a fitted effect of over 55% in size
#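 qHTS, compounds titrated on V1b-expressing HEK293 cells. Preincubation 30 min at 37C, vasopressin 25 nM for 5 min, lysis 10 min, bead incubation 5 hr at room temperature.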
# An asterisk follows results filed as active; ? = inconclusive; / = not tested or not shown; & = joins results of further samples; [ ] = remark or other dose. The call rests on the fitted dose curve; in most records, active means well fitted curve in the direction sought with a large enough effect; inconclusive means small, poorly fitted or top-dose-only effect, or another doubt; inactive means no such curve, though single readings can be large; an effect the other way counts as inactive or inconclusive. Not all compounds are listed, so the mix of outcomes need not match the whole.
# Letters: A = GFP derepression; B = ALOX15 inhib; C = HADH2 inh; D = FLuc inh; E = ERK AVP block
CCCN1[C@@H]2C[C@@H](O)CC[C@@H]2C[C@H]1C(=O)OC
  A: /	B: /	C: /	D: /	E: -3%

CCCCc1nc2ccccc2c(=O)n1-c1ccccc1O
  A: -3%[20.6 µM]	B: /	C: /	D: 0%[25.5 µM]	E: /

CCOc1ccc(Cc2c(O)[nH]c(=O)[nH]c2=O)cc1
  A: 3%[20.6 µM]	B: /	C: /	D: 0%[25.5 µM]	E: /

CCOc1ccccc1-n1c(O)c(C=Nc2c(C)n(C)n(-c3ccccc3)c2=O)c(=O)[nH]c1=O
  A: -3%[20.6 µM]	B: /	C: /	D: 4%[25.5 µM]	E: /

COc1cccc(CN2CCN(C(=O)COc3ccc4ccccc4c3)CC2)c1
  A: 0%[20.6 µM]	B: /	C: /	D: -3%[25.5 µM]	E: /

CCCCSP1(=S)NCCCN1
  A: -3%[20.6 µM]	B: /	C: /	D: 1%[25.5 µM]	E: /

O=c1[nH]c(=O)n(Cc2ccco2)c(O)c1C=NCc1ccc2c(c1)OCO2
  A: -4%[20.6 µM]	B: /	C: /	D: 3%[25.5 µM]	E: /

COc1ccc(-n2c(SC)nc3ccccc3c2=O)cc1
  A: 3%[20.6 µM]	B: /	C: /	D: 1%[25.5 µM]	E: /

O=c1[nH]c(O)c(C=NC2CCN(Cc3ccccc3)CC2)c(=O)[nH]1
  A: -4%[20.6 µM]	B: /	C: /	D: 0%[25.5 µM]	E: /

OCCOCC#CCN1CCOCC1
  A: 2%[20.6 µM]	B: /	C: /	D: 1%[25.5 µM]	E: /

CCOc1ccccc1-n1c(O)c(C=Nc2ccc(N(CC)CC)cc2)c(=O)[nH]c1=O
  A: 2%[20.6 µM]	B: /	C: /	D: -17%[25.5 µM]	E: /

c1ccc(Cn2ccnc2)cc1
  A: -4%[20.6 µM]	B: /	C: /	D: 0%[25.5 µM]	E: /

Cc1ccc2c(c1)[C@@H]1CN(C)CC[C@@H]1N2C(=O)Nc1cccc(C(F)(F)F)c1
  A: -4%[20.6 µM]	B: /	C: /	D: 4%[25.5 µM]	E: /

CNCCc1c[nH]c2ccccc12
  A: 0%[20.6 µM]	B: /	C: /	D: 1%[25.5 µM]	E: /

CC(=O)OC1N=C(c2ccccc2)c2ccccc2NC1=O (centres undefined)
  A: 3%[20.6 µM]	B: /	C: /	D: 2%[25.5 µM]	E: /

COc1ccc(C2SCC(=O)Nc3c2c(=O)[nH]n3C2CCCCCC2)cc1 (centres undefined)
  A: -4%[20.6 µM]	B: /	C: /	D: -3%[25.5 µM]	E: /

COc1cccc(-n2c(O)c(C=NCCN3CCOCC3)c(=O)[nH]c2=O)c1
  A: 4%[20.6 µM]	B: /	C: /	D: 1%[25.5 µM]	E: /

COc1ccccc1-n1c(O)c(C=NCCCn2ccnc2)c(=O)[nH]c1=O
  A: 0%[20.6 µM]	B: /	C: /	D: 1%[25.5 µM]	E: /

CCOC(=O)[C@]1(C#N)[C@@H]2C=CC(C(C)=O)=CN2[C@@H](C(N)=O)[C@@H]1c1ccsc1
  A: 5%[20.6 µM]	B: /	C: /	D: -2%[25.5 µM]	E: /

CC1=C(C(=O)OC(C)C)[C@]2(C(=O)N(CC(N)=O)c3ccccc32)C(C#N)=C(N)O1
  A: 8%[20.6 µM]	B: /	C: /	D: 0%[25.5 µM]	E: /

C=C1CC[C@@]2(O)[C@H]3Cc4ccc(O)c5c4[C@@]2(CCN3CC2CC2)[C@H]1O5
  A: -4%[20.6 µM]	B: /	C: /	D: 1%[25.5 µM]	E: /

Cc1c(N=Cc2c(O)n(CCc3ccccc3)c(=O)[nH]c2=O)c(=O)n(-c2ccccc2)n1C
  A: -3%[20.6 µM]	B: /	C: /	D: 0%[25.5 µM]	E: /

CCCC12CN3CN(C1)CC(CCC)(C3)C2O (centres undefined)
  A: 0%[20.6 µM]	B: /	C: /	D: 1%[25.5 µM]	E: /

c1ccc2c(c1)OCC(C1=NCCN1)O2 (centres undefined)
  A: 6%[20.6 µM]	B: /	C: /	D: 0%[25.5 µM]	E: /

O=C(COc1ccc2ccccc2c1)N1CCN(C2CCN(Cc3ccccc3)CC2)CC1
  A: 2%[20.6 µM]	B: /	C: /	D: -2%[25.5 µM]	E: /

O=C1c2ccccc2C(=O)N1Cc1nc2ccccc2c(=O)n1-c1cccnc1
  A: 0%[20.6 µM]	B: /	C: /	D: 1%[25.5 µM]	E: /

CC(C)[C@@]1(NC(=O)[C@@H]2C[C@@H]3c4cccc5[nH]cc(c45)C[C@H]3N(C)C2)O[C@@]2(O)[C@@H]3CCCN3C(=O)[C@H](Cc3ccccc3)N2C1=O
  A: 6%[20.6 µM]	B: /	C: /	D: -2%[25.5 µM]	E: /

Cc1ccc(-n2c(O)c(C=NCCN3CCOCC3)c(=O)[nH]c2=O)cc1
  A: 2%[20.6 µM]	B: /	C: /	D: 2%[25.5 µM]	E: /

O=C(c1ccc2c(c1)OCO2)N1CCC2(CC1)OCCO2
  A: /	B: -8%	C: -14%	D: /	E: /

CC1CN=C(Nc2ccccc2)S1 (centres undefined)
  A: /	B: 12%	C: 9%	D: /	E: /

O=C(C1CCN(c2nc3ccc(Br)cc3s2)CC1)N1CCC2(CC1)OCCO2
  A: /	B: -6%	C: 10%	D: /	E: /

Cc1c2cnn(CC(=O)N3CCC4(CC3)OCCO4)c(=O)c2c(C)n1Cc1ccccc1
  A: /	B: -2%	C: 1%	D: /	E: /

CCOC(=O)C1=C(N)OC2=C(C(=O)CC(C)(C)C2)C12C(=O)Nc1ccccc12 (centres undefined)
  A: /	B: 6%	C: -5%	D: /	E: /

Cc1nc2c(c(C)nn2-c2ccccc2)c(C)c1CCC(=O)N1CCC2(CC1)OCCO2
  A: /	B: 0%	C: ?	D: /	E: /

CCC(C)C(=O)OC1C(O)C2C(CN3CC(C)CCC3[C@]2(C)O)C2C[C@]34O[C@@]5(O)C(OC(=O)C(C)(O)CC)CCC3(C)C5C(OC(C)=O)C(OC(C)=O)C4[C@@]21O (some centres undefined)
  A: /	B: 4%	C: /	D: /	E: 9%

COc1c(CC=C(C)C)c2c(c3oc(=O)c(-c4ccc(O)cc4)c(O)c13)C=CC(C)(C)O2
  A: /	B: -4%	C: /	D: /	E: 11%

CCN(CC)/[N+]([O-])=N/O
  A: /	B: ?	C: /	D: /	E: 6%

Clc1ccc(Cl)cc1
  A: /	B: -1%	C: /	D: /	E: 0%

O=C(NC(=O)c1ccccc1Cl)Nc1ccc(OC(F)(F)F)cc1
  A: /	B: -6%	C: /	D: /	E: 0%

COC(=O)COc1ccc(Cl)cc1Cl
  A: /	B: 5%	C: /	D: /	E: 9%

C[C@@]12CCC3C(CC[C@@H]4CC(O)CC[C@@]34C)C1CCC2O (some centres undefined)
  A: /	B: 1%	C: /	D: /	E: -2%

CC1(C)C(=O)[C@@H]2OC2[C@@]2(C)C1CC(O)[C@]1(C)C2CC[C@@]2(C)C(c3ccoc3)OC(=O)C3OC312 (some centres undefined)
  A: /	B: 2%	C: /	D: /	E: -14%

NCC(=O)c1ccccc1
  A: /	B: -5%	C: /	D: /	E: -8%

O=C1C=C2C=C[C@@H]3C[C@@]2(O1)[C@H]1CCCCN31
  A: /	B: -2%[25.6 µM]	C: /	D: /	E: -15%

COC1=CC23CCCN2CCc2cc4c(cc2C3C1O)OCO4 (centres undefined)
  A: /	B: 0%	C: /	D: /	E: 26%

# A run of entries from further up, as a working copy:
# Letters: A = GFP derepression; B = ALOX15 inhib; C = HADH2 inh; D = FLuc inh; E = ERK AVP block
O=C(C1CCN(c2nc3ccc(Br)cc3s2)CC1)N1CCC2(CC1)OCCO2
  A: /	B: -6%	C: 10%	D: /	E: /

Cc1c2cnn(CC(=O)N3CCC4(CC3)OCCO4)c(=O)c2c(C)n1Cc1ccccc1
  A: /	B: -2%	C: 1%	D: /	E: /

CCOC(=O)C1=C(N)OC2=C(C(=O)CC(C)(C)C2)C12C(=O)Nc1ccccc12 (centres undefined)
  A: /	B: 6%	C: -5%	D: /	E: /

Cc1nc2c(c(C)nn2-c2ccccc2)c(C)c1CCC(=O)N1CCC2(CC1)OCCO2
  A: /	B: 0%	C: ?	D: /	E: /

CCC(C)C(=O)OC1C(O)C2C(CN3CC(C)CCC3[C@]2(C)O)C2C[C@]34O[C@@]5(O)C(OC(=O)C(C)(O)CC)CCC3(C)C5C(OC(C)=O)C(OC(C)=O)C4[C@@]21O (some centres undefined)
  A: /	B: 4%	C: /	D: /	E: 9%

# Next records
# Letters: A = GFP derepression; B = ALOX15 inhib; C = HADH2 inh; D = FLuc inh; E = ERK AVP block
CC1=C2C3OC(=O)C(C)C3CC[C@@]2(C)C=CC1=O (some centres undefined)
  A: /	B: 7%	C: /	D: /	E: -12%

CNC(C)[C@H](O)c1ccccc1 (some centres undefined)
  A: /	B: -4%	C: /	D: /	E: -5%

O=c1ccc2c(O)c3ccoc3cc2o1
  A: /	B: -17%	C: /	D: /	E: 0%

COc1cc2c(cc1OC)C(C)NCC2 (centres undefined)
  A: /	B: 2%[25.6 µM]	C: /	D: /	E: -1%&9%

O=C1NC(=O)C(=O)C(=O)N1
  A: /	B: -12%	C: /	D: /	E: 10%

NC(=O)CS(=O)C(c1ccccc1)c1ccccc1 (centres undefined)
  A: /	B: -2%	C: /	D: /	E: ?

CCCCCCCCCCCCCCCC[N+](C)(C)C
  A: /	B: ?	C: /	D: /	E: ?

CC(C)=CCCC(C)C1CC[C@@]2(C)C3=C(CC[C@@]12C)C1(C)CCC(O)C(C)(C)C1CC3 (some centres undefined)
  A: /	B: ?	C: /	D: /	E: -6%

N#Cc1c(Cl)cccc1Cl
  A: /	B: 8%	C: /	D: /	E: -9%

CC(=O)N1CCN(c2ccc(OCC3CO[C@@](Cn4ccnc4)(c4ccc(Cl)cc4Cl)O3)cc2)CC1 (some centres undefined)
  A: /	B: 2%	C: /	D: /	E: ?

O=c1ccc2cc(OC3OC(CO)C(O)C(O)C3O)c(O)cc2o1 (centres undefined)
  A: /	B: -6%[25.6 µM]	C: /	D: /	E: 27%

COc1nc(NC(C)C)nc(NC(C)C)n1
  A: /	B: 5%	C: /	D: /	E: -27%

COC1C(O)C(C)O[C@@H](OC2CC[C@@]3(C)C4CC[C@]5(C)C(C6=CC(=O)OC6)CC[C@@]5(O)C4CC[C@@H]3C2)C1O (some centres undefined)
  A: /	B: 5%	C: /	D: /	E: 13%

C[C@@]12CCC3C(CCC4=CC(=O)CC[C@]43C)C1CCC2O (some centres undefined)
  A: /	B: -10%	C: /	D: /	E: 32µM*

CNC(C)[C@@H](O)c1ccccc1 (some centres undefined)
  A: /	B: 2%	C: /	D: /	E: 5%

C[C@]12CCC3C(C=CC4=CC(=O)CC[C@]43C)C1CC[C@]2(O)CCC(=O)O (some centres undefined)
  A: /	B: 3%	C: /	D: /	E: 3%

NCC(N)C(=O)c1ccccc1 (centres undefined)
  A: /	B: -22%	C: /	D: /	E: 20%

O[N+]1=CC=CCC1=S.On1ccccc1=S.[Zn]
  A: /	B: 2.5µM*	C: /	D: /	E: ?

CC(N)[C@H](O)c1ccccc1 (some centres undefined)
  A: /	B: -6%	C: /	D: /	E: 0%

C[C@]12CCC(=O)C=C1CCc1ccc(O)cc12
  A: /	B: -7%	C: /	D: /	E: -7%

CC(=O)Oc1ccc(Cl)c2cccnc12
  A: /	B: 2%	C: /	D: /	E: -6%
